# MazEF act: increases E. coli MazEF RNase cleavage of RNA; activation, % at 20 µM; FAM/BHQ RNA-DNA oligo cleavage fluorescence, 5 h; 350,000 tested, 0.32% active; in the data active = activation above about 50%
# Target sequence (P0AE70 whole entry, looked up): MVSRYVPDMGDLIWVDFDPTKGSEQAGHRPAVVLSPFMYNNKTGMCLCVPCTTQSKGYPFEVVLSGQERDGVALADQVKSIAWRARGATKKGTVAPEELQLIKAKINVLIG
# BH1578 lux ind: inducers of Vibrio cholerae quorum light production without autoinducers; activation, % at 18.7 µM; V. cholerae BH1578 lux reporter, luminescence, 6 h; AID 588436; 350,000 tested, 0.16% active; in the data active = activation mostly above about 9.7%, no sharp cut-off; also: not every result past the cut was called active; inactives centre near 0; reference of the scale not given here
# Mtb UGM inh: inhibitors of M. tuberculosis UDP-galactopyranose mutase; AID 504406; purified UGM, fluorescence polarization probe displacement; inhibition, % at 10 µM; P9WIQ1; 320,000 tested, 0.06% active; in the data active = inhibition above about 10%, passing the limit was not always enough
# DUSP3 inh: DUSP3 (human) phosphatase inhibition | P51452 | recombinant VHR phosphatase, pNPP absorbance | inhibition, % at 13.3 µM | 290,000 tested, 0.52% active | AID 1654; in the data active = inhibition above about 50%; also: some compounds called inactive have numbers as strong as hits
# Target sequence (P51452 whole entry, looked up): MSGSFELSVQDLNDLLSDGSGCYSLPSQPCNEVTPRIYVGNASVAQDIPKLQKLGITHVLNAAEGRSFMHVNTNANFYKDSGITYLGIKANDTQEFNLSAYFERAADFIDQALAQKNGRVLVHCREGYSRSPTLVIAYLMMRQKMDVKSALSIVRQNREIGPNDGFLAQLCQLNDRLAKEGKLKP
# Rv3671c protease: Rv3671c (M. tuberculosis) protease inhibition | P9WHR9 | inhibition, % at 5.96 µM | 320,000 tested, 0.048% active; in the data active = inhibition above about 38%;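 also: extracellular domain of Rv3671c used as enzyme; 0% = enzyme with DMSO and 100% = no enzyme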
# Target sequence (P9WHR9 whole entry, looked up, the tested form may be a part): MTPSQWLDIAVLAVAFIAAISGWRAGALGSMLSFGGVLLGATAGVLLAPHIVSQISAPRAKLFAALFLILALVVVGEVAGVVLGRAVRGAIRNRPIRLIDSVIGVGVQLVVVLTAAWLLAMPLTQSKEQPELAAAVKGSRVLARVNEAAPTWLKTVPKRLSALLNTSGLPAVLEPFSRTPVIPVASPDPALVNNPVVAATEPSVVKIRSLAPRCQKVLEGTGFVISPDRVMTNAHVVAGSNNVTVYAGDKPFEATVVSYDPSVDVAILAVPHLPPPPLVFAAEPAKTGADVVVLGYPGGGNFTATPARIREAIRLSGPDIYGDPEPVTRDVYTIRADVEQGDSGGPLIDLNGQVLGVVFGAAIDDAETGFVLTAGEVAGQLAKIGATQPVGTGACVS
# GDH-TPI inh: counter-screen for M. tuberculosis FBA inhibitors: GDH-TPI coupled enzymes. GDH-TPI coupled enzyme counterscreen, NADH absorbance. AID 588335. inhibition, % at 4.8 µM. 360,000 tested, 1.2% active; in the data active = inhibition above about 30%;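 also: 0% = DMSO wells and 100% = wells lacking the enzyme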
# PriA SSB inh: blocks PriA binding to SSB C-terminal tail | AlphaScreen SSBct-PriA binding, biotinylated peptide | inhibition, % at 33 µM | 430,000 tested, 0.6% active; in the data active = inhibition mostly above about 37%, no sharp cut-off; inactive = mostly below about 20%;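 also: plate controls were negative control peptide for no effect and reference peptide for full effect; strong numbers were not always called active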
# 3CLpro inhibitor: SARS-CoV 3CLpro protease inhibition | P0C6X7 | recombinant SARS-CoV 3CLpro, quenched FRET peptide cleavage | inhibition, % at 6 µM | 290,000 tested, 0.14% active | AID 1706; in the data active = inhibition above about 12%
# BioA inh: BioA (M. tuberculosis) enzyme inhibition. AID 602481. purified M. tuberculosis BioA enzyme, plate reader. 360,000 tested, 0.096% active. inhibition, % at 9.99 µM; in the data active = inhibition above about 40%
# FBA Mtb inh: Mtb fructose-bisphosphate aldolase inhibition. P9WQA3. purified M. tuberculosis FBA, fluorescence read-out. inhibition, % at 1 µM. 360,000 tested, 2.3% active. AID 588726; in the data active = inhibition above about 27%;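 also: 0% = vehicle and 100% = reference inhibitor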
# Target sequence (P9WQA3 whole entry, looked up): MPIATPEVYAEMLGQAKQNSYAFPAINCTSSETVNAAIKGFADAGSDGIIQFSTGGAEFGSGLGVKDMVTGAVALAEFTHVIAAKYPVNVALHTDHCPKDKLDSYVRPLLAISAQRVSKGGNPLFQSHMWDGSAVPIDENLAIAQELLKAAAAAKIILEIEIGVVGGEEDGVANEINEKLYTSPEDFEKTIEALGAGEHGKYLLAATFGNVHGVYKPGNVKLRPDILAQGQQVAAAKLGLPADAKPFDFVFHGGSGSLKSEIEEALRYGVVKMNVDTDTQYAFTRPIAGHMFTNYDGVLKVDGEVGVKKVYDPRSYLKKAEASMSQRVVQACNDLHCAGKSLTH
# * = called active by the depositor; i = inactive; nt = not tested or not shown; + = active, no number; & = joins results of further samples. Not all compounds are listed. The share of hits here may be higher or lower than overall.
SMILES,MazEF act,BH1578 lux ind,Mtb UGM inh,DUSP3 inh,Rv3671c protease,GDH-TPI inh,PriA SSB inh,3CLpro inhibitor,BioA inh,FBA Mtb inh
COc1ccc(N2CCN(Cc3cc4c(cc3Br)OCCO4)CC2)cc1,5.4,-0.3,0.2,6.4,0.7,5.2,35.5,1.4,1.5,-1.7
CN(CC(=O)Nc1ccc(N2CCOCC2)cc1)CC(=O)Nc1ccc(C(F)(F)F)cc1,-5.1,-0.3,-1.4,13.1,4.2,-0.6,1.5,9.1,nt,-1.2
O=C(NCCc1ccc(Cl)cc1)C1CCCO1 (configuration not stated),-3.6,-8.3,0.9,9.5,-0.8,8.6,17.4,2.3,-4.4,8.3
CCNC(=O)C1CCCN(c2nc(C)cc(C)n2)C1 (configuration not stated),2.5,-0.2,-0.3,-9.9,-5.3,11.1,0.1,0.8,nt,10.1
CC(=O)c1c(-c2ccccc2)[nH]c2ccccc12,4.3,0.7,0.0,-3.8,-2.5,20.3,-1.0&-27.9,5.6,0.8,5.2
CC(=O)c1ccc(S(=O)(=O)Nc2ccc(-c3cn4c(n3)SCC4)cc2)cc1,1.2,-0.2,-0.3,1.2,-2.2,10.0,2.8,-0.8,nt,-1.6
COc1ccccc1N1CCN(Cc2ccccc2)CC1,0.7,-0.5,1.7,12.1,-0.2,10.0,-13.2,-9.7,-0.5,-0.6
O=C(COC(=O)c1ccccc1)NC12CC3CC(CC(C3)C1)C2,1.2,2.3,-1.3,nt,-9.3,-5.4,-2.0,nt,-1.6,1.9
Cn1c(=O)c([N+](=O)[O-])c(NCCc2ccccc2)c2ccccc21,-6.1,-0.7,0.0,16.9,-5.9,18.0,-5.1,3.0,-3.0,-0.3
CN(CC(=O)Nc1ccccc1C(F)(F)F)C(=O)CSCc1ccccc1,2.9,i,-2.2,nt,2.4,7.0,-1.3,nt,-1.2,-1.0
CCc1nn(C(C)C(=O)N2CCc3ccccc3C2)c(=O)c2cc3occc3n12 (configuration not stated),-4.7,nt,-1.5,-7.5,-4.2,3.1,-13.4,-5.5,8.8,-1.0
CC(=O)O[C@]1(C(C)=O)CC[C@H]2[C@@H]3C[C@H](C)C4=CC(=O)CC[C@]4(C)[C@H]3CC[C@@]21C,5.6&3.7,-0.2&0.7,0.2&-0.7,8.6,1.7&1.4,-1.6&-13.0,4.2,1.9,34.8&27.6,0.0&-0.9
CCOc1ccccc1/C=N/Nc1ccc(Cl)nn1,4.3,i,-0.8,6.0,-0.8,15.9,nt,2.1,-2.1,-2.5
CCOC(=O)Cc1nnc(NC(=O)CSc2ccc(C)cc2)s1,8.8,-0.7,0.0,24.7,-14.5,-5.3,0.2,3.0,0.6,-1.4
C/C(CC(=O)Nc1cc(C)ccn1)=N\NC(=O)c1ccc(C)cc1,-3.8,-0.3,-0.1,12.9,2.9,0.4,nt,-4.0,nt,8.1
CN1CCN(C(=O)C2Cc3c(-c4ccc5c(c4)OCO5)ccnc3O2)CC1 (configuration not stated),nt,-0.7,nt,nt,nt,7.3,nt,nt,0.3,40.2*
CC(C)NS(=O)(=O)c1ccc(OCC(=O)NCCC2=CCCCC2)cc1,-2.8,i,-2.0,13.3,3.6,-4.3,-9.4,-3.5,-0.3,0.8
COc1ccc(-c2c(C)c3ccc(O)cc3oc2=O)cc1OC,11.7,-0.4,1.2,3.9,-1.3,8.7,-24.1,-0.6,-0.7,+
O=C(NC1CCCN(Cc2ccc(Cl)cc2)C1)c1ccoc1 (configuration not stated),-0.7,i,-5.4,-5.5,3.3,6.3,-11.9,-0.8,0.6,2.0
Cn1cccc1C(=O)N1CCN(c2cccc(C(F)(F)F)c2)CC1,-8.1,-0.7,-3.1,10.5,1.1,-3.6,-4.9,0.1,-0.5,-1.1

# Continued; the last two above are carried over.
SMILES,MazEF act,BH1578 lux ind,Mtb UGM inh,DUSP3 inh,Rv3671c protease,GDH-TPI inh,PriA SSB inh,3CLpro inhibitor,BioA inh,FBA Mtb inh
O=C(NC1CCCN(Cc2ccc(Cl)cc2)C1)c1ccoc1 (configuration not stated),-0.7,i,-5.4,-5.5,3.3,6.3,-11.9,-0.8,0.6,2.0
Cn1cccc1C(=O)N1CCN(c2cccc(C(F)(F)F)c2)CC1,-8.1,-0.7,-3.1,10.5,1.1,-3.6,-4.9,0.1,-0.5,-1.1
CCNc1ccc(C(=O)Nc2ccc3nc(C)sc3c2)cc1[N+](=O)[O-],3.3,-0.3,4.0,-3.8,-10.7,-17.3,-6.1,3.5,0.3,-5.1
COc1ccc(NS(=O)(=O)c2ccc3c(c2)CCO3)cc1,2.7,-0.4,1.1,16.3,5.7,2.3,-4.8,-0.8,1.6,3.1
COc1ccccc1CN(C)C(=O)CN1CCN(CC(=O)Nc2ccccc2Cl)CC1,1.2,i,-1.8,nt,-4.4,8.0,0.2,nt,8.7,0.3
O=C(NCCN1CCOCC1)c1csc2c1CCCC2,4.6,-5.0,1.8,26.8,-6.4,2.5,-3.0,-2.5,0.3,3.6
O=C(COC(=O)Cc1ccc(F)cc1)Nc1ccc2[nH]c(=O)[nH]c2c1,-20.5,i,-0.7,nt,6.1,-6.5,11.3,nt,nt,-1.0
CC(=O)Nc1ccc(-c2csc(Nc3ccccn3)n2)cc1,8.2,-0.5,0.8,28.8,-6.8,-6.2,14.2,1.1,-0.5,-0.2
Cc1cccc(Cn2c(=O)n(CCCC(=O)NCc3ccco3)c(=O)c3ccccc32)c1,-0.4,-0.4,2.0,-2.8,-9.8,0.4,-17.8,2.9,-2.2,1.6
CCOc1cccc(-c2cnc3cccnn23)c1,nt,-0.4,nt,nt,nt,16.4,nt,nt,1.8,72.7*
Nc1nc(SCC(=O)N2CCc3ccccc32)[nH]c(=O)c1-c1ccccc1,1.5,-0.4,2.3,6.4,-3.5,-0.8,5.4,3.1,3.8,-4.7
CC(C)c1ccc(-n2c(O)c(C=NC(CCS(C)=O)C(=O)O)c(=O)[nH]c2=S)cc1 (configuration not stated),1.1,0.0,-2.9,5.0,-1.0,21.5,5.6,0.8,-4.1,-0.2
CCn1c(SCC(=O)Nc2c(C)n(C)n(-c3ccccc3)c2=O)nnc1-c1cccc(C)c1,-1.6,nt,0.6,18.8,-2.5,-2.0,-13.3,2.4,1.4,1.0
Cc1ccc(C(=O)N2CCN(c3ccccn3)CC2)cc1C,2.9,i,-0.3,8.8,-7.3,1.5,-3.7,1.8,-0.7,3.5
O=C(CCNC(=O)c1ccc(Cl)cc1)NC1CCCc2ccccc21 (configuration not stated),-3.2,i,-0.4,nt,2.8,1.3,-4.4,nt,-0.3,0.8
CCC(C(=O)Nc1ccccc1OC)n1c(C(=O)OC)cc2ccsc21 (configuration not stated),-4.6,-5.9,0.9,25.9,-4.9,4.5,-11.7,2.5,1.4,1.4
Cc1cccc(OCC(=O)NCCN2CCOCC2)c1,-7.3,1.2,2.5,-17.6,-0.4,1.5,-0.8,2.2,-0.9,0.5
COc1ccc(C2C(C#N)=C(N)Oc3cc(O)ccc32)cc1OC (configuration not stated),18.0,i,1.1,25.0,-3.0,1.7,-9.4,-1.8,1.9,1.6
CCC(c1nnc(SCC(=O)Nc2cccc(S(N)(=O)=O)c2)n1-c1ccc(OC)cc1)N(C)C (configuration not stated),9.9,-6.9,-0.4,26.0,5.8,6.9,1.1,2.5,0.8,1.9
Cc1ccc(CN(Cc2ccco2)C(=O)c2ccco2)cc1,3.9,i,-2.4,-7.2,-12.2,12.6,-0.5,-9.2,1.0,0.2
C[C@@H]1C[C@H]2[C@@H]3C[C@H](F)C4=CC(=O)C=C[C@]4(C)[C@@]3(F)[C@@H](O)C[C@]2(C)[C@@]1(O)C(=O)CO,5.0,i,0.8,8.6,5.1,7.8,-9.2,-2.8,-0.8,-0.5
CCCc1nc2ccccc2c(C(=O)N(CC)CC(=O)NCc2cccs2)c1CC,-1.6,i,nt,nt,nt,-2.8,-2.8,nt,0.1,-3.2

# A few values from the list:
# For Mtb UGM inh, Cc1ccc(C(=O)N2CCN(c3ccccn3)CC2)cc1C shows -0.3
# For FBA Mtb inh, CCCc1nc2ccccc2c(C(=O)N(CC)CC(=O)NCc2cccs2)c1CC shows -3.2
# For Mtb UGM inh, C[C@@H]1C[C@H]2[C@@H]3C[C@H](F)C4=CC(=O)C=C[C@]4(C)[C@@]3(F)[C@@H](O)C[C@]2(C)[C@@]1(O)C(=O)CO shows 0.8
# For BioA inh, COc1ccc(C2C(C#N)=C(N)Oc3cc(O)ccc32)cc1OC (configuration not stated) shows 1.9
# For BioA inh, CCNc1ccc(C(=O)Nc2ccc3nc(C)sc3c2)cc1[N+](=O)[O-] shows 0.3

# Next section
SMILES,MazEF act,BH1578 lux ind,Mtb UGM inh,DUSP3 inh,Rv3671c protease,GDH-TPI inh,PriA SSB inh,3CLpro inhibitor,BioA inh,FBA Mtb inh
CCCCc1n[nH]c(=S)n1Cc1ccc(C)cc1,-13.1,-0.3,-1.2,5.5,7.2,1.3,-4.4,8.7,nt,-2.7
Cc1ccc(C(=O)NCC(=O)OCC(=O)NC2CCCCCCC2)cc1,0.3,i,-1.1,27.9,-3.2,13.7,-6.8,-0.4,14.7,-1.5
CC(NC(=O)C1CCN(C(=O)c2cccs2)CC1)c1ccc(S(N)(=O)=O)cc1 (configuration not stated),6.3,-2.7,0.4,nt,-2.6,-0.7,7.2,nt,nt,-0.9
CC(=O)N1CC=CC1(C)C(=O)O (configuration not stated),0.2,-0.2,-1.0,16.3,-1.6,4.5,-9.1,-2.7,-2.2,-1.3
COc1cccc(C2(O)CCN(C(=O)C3CCC3)CC2)c1,-3.6,i,0.6,3.1,5.8,1.3,-3.7,0.9,-2.6,-0.5
COc1ccccc1NC(=O)c1ccc(NC(=O)CSc2n[nH]c(N)n2)cc1,0.6,i,-0.2,-3.8,-7.0,8.3,10.1,-4.0,0.0,1.6
Cc1cc(C)n(CCC(=O)Nc2cccc(F)c2)n1,-2.5,-3.7,0.8,-4.3,0.0,10.4,-2.4,-0.2,-0.1,7.5
O=C(Nc1cccnc1Cl)c1cccc(F)c1,nt,nt,-2.6,29.8,10.1,nt,nt,6.8,nt,nt
CC(C)CNC(=O)CC(c1ccccc1)c1ccccc1,6.0,-0.2,-1.5,10.6,-2.5,1.6,-6.3,2.3,-0.9,-0.1
CC1CC(C)CN(C(=O)c2cc(S(=O)(=O)N3CCCCC3)ccc2Cl)C1 (configuration not stated),5.3,-1.9,-2.0,nt,3.0,11.5,-11.3,nt,1.9,-2.9
Cc1cnc(NC(=O)C(C)N2CCN(C)CC2)s1 (configuration not stated),-1.8,-0.2,-3.2,4.7,-0.8,1.3,-13.6,8.2,nt,-1.8
COc1ccc(NC(=O)COc2nsnc2N2CCCCC2)cc1,4.1,i,-1.2,7.6,-0.1,3.4,5.7,-8.9,-1.4,3.3
COc1cc(C(=O)OCC(=O)NC2CCS(=O)(=O)C2)ccc1OCc1c(C)noc1C (configuration not stated),5.8,i,-3.5,1.1,8.9,-4.4,3.2,4.8,nt,-1.9
NC(=O)c1ccc(N2CCOCC2)nc1,7.0,nt,2.5,-15.3,-7.0,1.9,-2.8,0.2,nt,-1.0
COc1cccc(Oc2c(C)oc3c(CN4CCCC4)c(O)ccc3c2=O)c1,-13.4,i,-0.4,3.8,-3.4,23.2,-7.5,5.2,nt,172.5*
O=C(NCc1ccco1)c1cc(-c2ccccc2)nn1CC1CC(c2cccnc2)=NO1 (configuration not stated),-4.0,1.3,-1.1,nt,-3.1,5.9,4.3,nt,0.5,-0.1
COc1ccccc1N1CCN(C(=O)CNC(=O)Cn2cnc3sc(C)c(C)c3c2=O)CC1,-5.8,i,0.1,11.4,1.9,-6.7,5.9,-2.6,-0.7,0.0
C=CCNC(=O)c1cc2cccc(OC)c2oc1=O,9.3,-0.1,3.0,6.0,-8.4,7.7,3.9,-0.9,nt,1.9
CC1=NN(c2ccc(C(F)(F)F)cn2)C(=O)C1,5.3,i,-0.8,31.5,-19.6,8.2,44.8*,-1.1,0.0,0.4
COc1ccc(-c2cccc(-c3nc4ccc(Cl)cn4c3NC3CCCCC3)c2)cc1,-23.8,-0.4,2.9,nt,-8.8,9.0,5.5,nt,0.5,0.6
